S1P3 antagonist: blocks the human S1P3 receptor. AID 485. Q99500. CHO S1P3 NFAT-BLA reporter, FRET fluorescence, antagonist mode. inhibition, % at 4.98 µM. 170,000 tested, 0.27% active;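 active means inhibition above the plate cutoff, the mean inhibition of test wells on that plate plus 3 SD, cut at about 28% in these data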;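 further: cells challenged with S1P at its EC80 of 0.8 µM; blue over green emission ratio from cleaved BLA substrate after 4 h stimulation; 0% = S1P-stimulated wells and 100% = unstimulated DMSO-only wells; some compounds past the cut are filed as inactive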
Target sequence (Q99500 whole entry, looked up): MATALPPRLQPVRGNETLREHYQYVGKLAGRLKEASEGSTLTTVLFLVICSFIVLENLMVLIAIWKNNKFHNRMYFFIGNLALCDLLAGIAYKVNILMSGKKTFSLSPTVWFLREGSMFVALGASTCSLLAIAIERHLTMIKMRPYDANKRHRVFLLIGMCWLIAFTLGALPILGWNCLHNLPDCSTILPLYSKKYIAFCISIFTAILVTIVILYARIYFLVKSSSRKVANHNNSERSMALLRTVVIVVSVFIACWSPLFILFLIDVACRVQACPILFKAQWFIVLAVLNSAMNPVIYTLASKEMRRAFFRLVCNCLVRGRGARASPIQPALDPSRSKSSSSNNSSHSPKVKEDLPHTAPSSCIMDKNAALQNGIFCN
Numbers without * were called inactive; & = joins results of further samples.

molecule | S1P3 antagonist
NS(=O)(=O)c1cc2c(cc1Cl)NC(Cc1ccccc1)NS2(=O)=O (configuration not stated) | 9.6
CCc1nc2sc(C(=O)O)c(N)c2c2c1CCCC2 | -5.8
C/C(=N\NC(=S)NC1CCCCC1)c1cccc(C(F)(F)F)c1 | -16.3
Cc1cc(N2CCN(C3CCCC3)CC2)n2nc(C)c(-c3ccccc3)c2n1 | -3.9
CC(Sc1nnnn1-c1ccc(O)cc1)c1nc2ccccc2c(=O)[nH]1 (configuration not stated) | 1.7
COc1cccc(C(=O)Nc2cc(Cl)c(O)c(Cl)c2)c1 | -5.9
O=C(Nc1ccccc1)Oc1cccc(Br)c1 | 4.8
CC(C)Oc1cccc(NC(=O)c2cnccc2C(F)(F)F)c1 | -4.8
COCCCn1c(=NC(=O)c2ccccc2)c(C#N)cc2c(=O)n3cccc(C)c3nc21 | -1.5
COc1cc(/C=C2\SC(=S)N(NS(=O)(=O)c3ccc(C)cc3)C2=O)cc(OC)c1OC | -8.1
O=C(/C=C/c1ccccc1)C1=C(O)C(=O)N(CCO)C1c1cccc([N+](=O)[O-])c1 (configuration not stated) | -4.8
O=C(O)C1C2CCCCC2=C2CCCCC2C1C(=O)c1ccccc1 (configuration not stated) | 0.0
CCCCOc1ccc(OC(=O)Nc2cc(Cl)ccc2OC)cc1 | -6.2
CSc1nc(N)c(C(=O)Nc2ccc([N+](=O)[O-])cc2)s1 | 6.9
NC(Cc1ccc(OC(F)F)cc1)C(=O)O (configuration not stated) | -8.2
Cc1ccc(OCCC(=O)N2CCN(c3ccc(O)cc3)CC2)cc1 | -13.3
C=CCn1c(O)c(N=O)c2ccccc21 | -9.1
C=CCNC(=S)NCC | 2.7
COc1ccccc1NC(=O)Nc1ccccc1C(=O)NCCCN1CCOCC1 | 7.6
Cc1cccc(N2CCN(C(=O)CN3C(=O)NC(C)(C)C3=O)CC2)c1C | -2.9
COc1cc(C2NC(=S)NC(C)=C2C(=O)Nc2cc(C)cc(C)c2)ccc1O (configuration not stated) | -6.0
CCCCCCCCc1nnc(N)s1 | 2.1
O=C(O)COc1ccccc1/C=C1\SC(=S)N(c2cccnc2)C1=O | -16.8
CN(C(=O)c1cccs1)c1ccc(OCC(=O)Nc2ccc(C(=O)O)cc2)cc1 | -10.2
O=C1CCCc2cc3c(cc21)CC1(C3)Cc2cc3c(cc2C1)C(=O)CCC3 | 0.8

Continued:
molecule | S1P3 antagonist
Cn1c(SCc2cccc(Br)c2)nnc1-c1ccccn1 | 3.9
O=C(Nc1nc2cc3c(cc2s1)OCCO3)c1cccs1 | 17.6
COc1cccc(C(=O)C2CCCN(Cc3c(C)n(C)n(-c4ccccc4)c3=O)C2)c1 (configuration not stated) | 0.4
c1nc(Nc2ccc(N3CCOCC3)cc2)c2ccsc2n1 | 1.6
CCCCNC(=O)c1cn(C)c2ccc(S(=O)(=O)N3CCOCC3)cc2c1=O | -5.5
NS(=O)(=O)c1ccc(CNS(=O)(=O)c2cc(Cl)ccc2Cl)cc1 | 2.3
Cc1cc(=O)[nH]c(N/N=C/c2cc(C)n(CC(F)(F)F)c2C)n1 | 4.3
Cc1ccccc1N/C(=N/S(=O)(=O)c1ccccc1)c1ccc(F)cc1 | 3.4
COc1ccc2nccnc2c1[N+](=O)[O-] | 2.1
CCCN1C(=S)SC(C)(C)C1/[N+]([O-])=C/c1ccc(S(=O)(=O)NC)cc1 (configuration not stated) | -12.2
CN(C)CCCNc1nc(-c2ccccc2)nc2ccccc12 | -10.7
O=C(Nc1n[nH]c(C(F)(F)F)n1)c1cccs1 | -12.1
c1ccc(C2=Nn3c(Cn4nnc5ccccc54)nnc3SC2)cc1 | 1.6
O=C(O)CC(C(=O)Nc1ccc(F)cc1)C1CCCO1 (configuration not stated) | 19.5
CC12CCC(C(=O)NNc3ccccc3)(C(=O)C1=O)C2(C)C (configuration not stated) | 2.7
Cn1c(=O)c2c(nc(Cc3ccccc3)n2C)n(C)c1=O | 1.8
COC(=O)N/N=C/c1cc(N=Nc2ccccc2Cl)ccc1O | -1.7
CCOC(=O)c1c(C)nn(-c2ccc(NC(=O)CSCC(=O)O)cc2)c1C | 1.9
O=C(C[n+]1cc(-c2ccc(Cl)cc2)n2c1CCCCC2)c1ccccc1 | -2.2
COc1ccc(NC(=O)Cn2nc(Cc3cccnc3)c3ccccc3c2=O)c(OC)c1 | -17.6
CC(C)N1C(=O)c2ccccc2N(Cc2ccccc2)S1(=O)=O | 9.9
O=C(N/C(=C/c1cccnc1)C(=O)N1CCOCC1)c1ccccc1F | 1.8
Cc1cc(/C=N/Nc2nc(N)ncc2[N+](=O)[O-])c(C)n1-c1ccccc1F | -8.7
CCC(=Cc1ccc(CC)cn1)CC | 9.3
Cn1c(=NC(=O)c2ccccc2[N+](=O)[O-])sc2cccc(F)c21 | 11.8

Further records
molecule | S1P3 antagonist
COc1ccc(-c2nnsc2N2C(=O)c3ccccc3C2=O)cc1 | -3.0
C(=N\Nc1nc2ccccc2[nH]1)/c1cccc2nccnc12 | 14.0
C#CCSc1nnnn1-c1cccc(Cl)c1 | 4.1
CCCCOC(=O)c1cc(Cl)c(O)c(OC)c1 | -1.4
COC(=O)c1[nH]c2ccccc2c1NC(=O)C(C)N1CCOCC1 (configuration not stated) | 3.3
CCOc1ccc(-n2nnc3c(=O)n(CC(=O)Nc4cc(C)on4)cnc32)cc1 | 7.3
CCNc1nn2ccccc2c1/C=C(\C#N)C(=O)OCC | 1.4
O=C1CSC(c2cccc([N+](=O)[O-])c2)N1C1CC2CCC1C2 (configuration not stated) | 2.5
CCOC(=O)CC1C(=O)NCCN1c1nc2ccc(C)cn2c(=O)c1/C=C1\SC(=S)N(C(C)CC)C1=O (configuration not stated) | 13.0
Oc1ccc(/C=N/Nc2ccnc3cc(Cl)ccc23)c(O)c1 | -4.3
O=C(c1ccccc1)c1ccc2c(c1)OCCOCCOCCOCCO2 | 28.9*
Nc1c(Cl)ncnc1NCCc1ccc(O)cc1 | 3.2
CCOC(=O)c1nc(C)sc1-c1ccnn1S(=O)(=O)c1ccccc1C(F)(F)F | 9.8
N=c1sccn1CC(=O)Nc1cc(S(=O)(=O)N2CCCCC2)ccc1Cl | -14.3
COc1ccc(C)c(-n2c(N)cc(=O)n(Cc3ccccc3)c2=O)c1 | 7.5
CCN(CC)S(=O)(=O)c1cccc(NC(=O)COC(=O)CNC(=O)c2cccc(F)c2)c1 | -1.1
CCOCCCn1c(SCC(=O)Nc2cccc(S(=O)(=O)NC3=NCCCCC3)c2)nc2ccccc2c1=O | -5.5
Cc1ccc2c(c1)C(=O)C(=O)N2CC(=O)Nc1ccccc1NC(=O)c1ccccn1 | -10.1
N/C(=N\NC(=O)c1cccs1)c1cc2cc(Cl)ccc2oc1=O | -5.2
Cc1ccc2[nH]c(O)c(N=O)c2c1 | -5.2
N/C(=N\O)c1ccc([N+](=O)[O-])s1 | -21.1
Nc1ccccc1C(=O)NC1CCCCNC1=O (configuration not stated) | -1.7
CC(OC(=O)Cc1coc2ccc3ccccc3c12)C(=O)NC(N)=O (configuration not stated) | 24.6
COc1ccc(C2NC(=O)Cc3cc(OC)c(OC)cc32)cc1OC (configuration not stated) | 3.9
CCC(=Nc1ccccc1)C1=C(O)CCCC1=O | 0.2

Next section, starting with the last 2 of the part before.
molecule | S1P3 antagonist
COc1ccc(C2NC(=O)Cc3cc(OC)c(OC)cc32)cc1OC (configuration not stated) | 3.9
CCC(=Nc1ccccc1)C1=C(O)CCCC1=O | 0.2
Cn1c(CSCC(=O)Nc2ccccc2)nnc1SCc1ccccc1 | -6.8
Cc1cc(=O)[nH]c(SCC(=O)Nc2ccc(Br)cc2)n1 | 6.6
Cc1onc(-c2ccccc2Cl)c1C(=O)c1ccccc1 | 3.1
CC[N+](CC)(CC#Cc1ccccc1)CC#Cc1ccccc1 | -8.4
O=C(CSc1nc(O)c(Cc2ccccc2)c(=O)[nH]1)c1ccccc1 | 3.2
Cc1cccc(C(=O)N/N=C2\CS(=O)(=O)N(C)c3ccsc32)c1 | -14.9
COc1cc(C(=O)O/N=C(\N)Cc2ccc([N+](=O)[O-])cc2)cc(OC)c1OC | 15.5
CN1CCC(NC(=O)NC2CCCCC2)CC1 | 5.5
c1ccc2c(c1)Oc1cccc3cccc-2c13 | -18.2
Cc1cc(=O)c2cc3nc(-c4cccnc4)oc3c(Br)c2o1 | 4.5
Cc1cccn2cc(CCNC(=O)Cc3cccs3)nc12 | 11.0
Brc1cnc2nc(SC/C=C/c3ccccc3)[nH]c2c1 | -22.1
COC(=O)c1ccccc1NC(=O)CSc1ncccn1 | -5.5
Cc1nc(-c2ccccc2)sc1-c1nnc(C2CC2)o1 | -4.7
CC(C)(CC(=O)O)CC(=O)Nc1ccc(Oc2ccc(C(C)(C)C)cc2)nc1 | 3.9
COC(=O)Nc1ccc(S(=O)(=O)NC2CCS(=O)(=O)C2)cc1 (configuration not stated) | -0.6
COCCn1c(C)cc(/C=C2/NC(=O)N(Cc3ccc(C)cc3)C2=O)c1C | -8.2
O=c1c(=O)n2c(nn1Cc1ccc(F)cc1)sc1ccccc12 | 12.7
NS(=O)(=O)c1ccc(Sc2nc3ccccc3s2)c([N+](=O)[O-])c1 | -1.7
CN(C)/C=C/C(=O)c1ccc(F)cc1F | -2.5
CCCn1nc(NC(=O)c2ccco2)c2cc3cc(C)ccc3nc21 | -2.1
C=CCNC(=O)C1COc2ccccc2O1 (configuration not stated) | -8.6
Cc1cc(Cl)n2ncc(-c3ccccc3)c2n1 | 11.5
COc1cc2c(cc1OC)-c1cc(Nc3ccccc3)nc(=O)n1CC2 | 4.1
CCOC(=O)c1cnc(-c2ccc(C(F)(F)F)cn2)[nH]c1=O | -10.0

The list goes on:
molecule | S1P3 antagonist
COC(=O)C(O)(NC(=O)c1ccncc1)C(F)(F)F (configuration not stated) | -11.5
CNC(=S)NC1(C)CCS(=O)(=O)C1 (configuration not stated) | 7.0
O=c1cn[nH]c2ccccc12 | 3.1
COc1cccc(/C=C2\CCc3ccccc3C2=O)c1 | 4.2
CC(C)OC(=O)CSc1nnc(-c2ccccn2)n1N | 5.6
COc1cc(/C=N/NC(=O)c2cccs2)ccc1O | 7.2
Cn1nc(C(=O)OCC(=O)Nc2ccc(S(N)(=O)=O)cc2)c2ccccc2c1=O | -3.2
CCc1nc2oc3ccccc3c(=O)c2c(=O)n1-c1ccc(C)cc1 | -4.9
O=C(Oc1c(-c2ccccc2)c(=O)n2c3c(cccc13)CC2)c1cccc([N+](=O)[O-])c1 | 4.1
O=C1N=c2ccccc2=C1c1sc(NS(=O)(=O)Cc2ccccc2)nc1O | -1.5
N#C/C(C(=O)NCc1ccccc1)=C1/N=C(NC(=O)c2ccco2)c2ccccc21 | 8.6
COCCN1C(=O)C(=O)/C(=C(/O)c2ccc(S(=O)(=O)N3CCOCC3)cc2)C1c1cccc(Cl)c1 (configuration not stated) | -7.5
COc1ccc(CNN2CCCCC2C(=O)Nc2ccc(OC)c(OCC(C)C)c2)cc1OC (configuration not stated) | 17.3
O=C(CN1CCOCC1)Nc1ccc2c(c1)OCCO2 | -9.0
Cc1ccc(C(=O)Cn2nnc(-c3ccccc3)n2)cc1 | -5.6
O=[N+]([O-])c1ccc(OC(F)F)c(/C=N/n2cnnc2)c1 | -13.2
Cc1cccc(C(=O)Nc2sc(-c3ccccc3)cc2C(=O)O)c1 | 9.9
Cn1c(=O)c(C=Nc2ccccc2)c(O)c2ccccc21 | -4.0
CCCN1Cc2cccc(C(=O)Nc3ccc(OC)c(OC)c3)c2C1=O | -29.0
O=C(O)c1ccc(N2C(=O)CCCC2=O)cc1 | -19.6
O=c1cc(-c2ccccc2)c2cc(Cl)c(O)c(CN3CCOCC3)c2o1 | 8.7
CCOC(=O)CSc1n[nH]c(=S)s1 | -7.8
O=C(Nc1ccc(S(=O)(=O)NC2=NCCCCC2)cc1)C1COc2ccccc2O1 (configuration not stated) | -2.8
NS(=O)(=O)c1cc(C(=O)N=Nc2c(O)[nH]c3ccccc23)ccc1Cl | -1.1
CC(C)n1c(=O)[nH][nH]c1=S | -6.0

Next section.
molecule | S1P3 antagonist
COc1cccc(NC(=O)CN(C)CC(=O)NC(C)c2ccccc2)c1 (configuration not stated) | -16.0
O=C1/C(=C/C=C/c2ccccc2)Oc2c1ccc(O)c2CN1CCN(CCO)CC1 | 5.9
Cc1ccc(Oc2nc3c(C)cccn3c(=O)c2/C=C(\C#N)C(N)=O)cc1 | 2.0
Cc1ccc(NC(=S)NC(=O)c2ccccc2)cc1NC(=S)NC(=O)c1ccccc1 | -4.1
O=c1c2ccccc2ncn1-c1ccc(Cl)cc1 | 1.2&4.1
CCN(CC)S(=O)(=O)c1cc(NC(=O)Cc2n[nH]c(=O)c3ccccc23)ccc1C | 12.5
Cc1cc(C)n2ncc(/C(N)=N/OC(=O)Nc3ccc(Cl)cc3)c2n1 | 1.5
Oc1ccccc1C=NCCCCCCN=Cc1ccccc1O | -4.9
COc1cc(NC(=O)c2ccc(Cl)cc2Cl)ccc1NC(=O)c1cccs1 | -1.2
CCOc1ncccc1C(=O)Nc1ccc(S(=O)(=O)Nc2nccs2)cc1 | 11.8
Cc1nn(-c2ccccc2)nc1C(N)=O | 4.0
NC(=S)N/N=C1\CCOc2ccc(F)cc21 | -5.7
Cn1cnc(Sc2ncnc3nc[nH]c23)c1[N+](=O)[O-] | -12.1
CCOC(=O)C(=O)N/N=C/c1ccc(F)cc1 | -7.2
CCOc1ccc(Cn2c(=O)sc3ccccc32)cc1OC | 11.9
Cc1ccccc1NC(=O)Cc1nnc(N)s1 | -7.0
Oc1ccc(C(=S)N2CCN(Cc3ccccc3)CC2)cc1 | 5.3
O=C1/C(=N\S(=O)(=O)c2cccs2)C([n+]2ccccc2)=C([O-])c2ccccc21 | -3.1
O=c1cc(C(F)(F)F)[nH]c2ccccc12 | -13.7
N/C(=N\NS(=O)(=O)c1cc(C(F)(F)F)cc(C(F)(F)F)c1)c1ccccn1 | 1.2

From PubChem

This is a subset; rates above refer to the full screens.
